High-throughput results from PubChem.
GAA spleen mod: inhibits or activates alpha-glucosidase in human spleen homogenate; human spleen homogenate, 4-MU-alpha-glucoside fluorescence; Potency, µM (top dose mostly 79.9 µM), for inactives: at the top dose activity change, negative = inhibition, hits mostly inhibitors; hit rate 0.006% among 240,000; P10253;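 note: 0% = enzyme with vehicle and -100% = no enzyme basal signal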
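AC50 values come from Hill-equation fits of concentration-response data, normalized to no-enzyme and full-activity controls. Enzyme source: 1 ug human spleen homogenate; 1 mM fluorogenic 4-MU glucoside, pH 5.0 citrate buffer, 37 C, 40 min.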
ALDH1A1 inh: inhibitors of human aldehyde dehydrogenase 1A1; P00352; Purified ALDH1A1, NADH fluorescence, propionaldehyde substrate; Potency, µM (titrated, usually from 75.3 µM), without a hit: at the top dose activity, negative = inhibition, actives largely listed as inhibitors; hit rate 7.3% among 220,000; AID 1030; active = well fitted inhibition curve with a large enough effect, not every such curve was filed as active; inconclusive = small, poorly fitted or top-dose-only effect, or another doubt; inactive = no such curve, though single readings can be large or run the other way;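 note: plate controls were no enzyme wells and a reference inhibitor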
GLA spleen mod: inhibitors or activators of human alpha-galactosidase in spleen homogenate; P06280; human spleen homogenate, 4MU-alpha-Gal fluorescence, 40 min; Potency, µM (highest dose often 80 µM), for the others: top-dose activity change, negative = inhibition, most hits filed as inhibitors; hit rate 0.008% among 240,000; AID 2107;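 note: 0% = enzyme with vehicle and -100% = no enzyme basal signal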
Target sequence (P06280 32-429 limits assumed): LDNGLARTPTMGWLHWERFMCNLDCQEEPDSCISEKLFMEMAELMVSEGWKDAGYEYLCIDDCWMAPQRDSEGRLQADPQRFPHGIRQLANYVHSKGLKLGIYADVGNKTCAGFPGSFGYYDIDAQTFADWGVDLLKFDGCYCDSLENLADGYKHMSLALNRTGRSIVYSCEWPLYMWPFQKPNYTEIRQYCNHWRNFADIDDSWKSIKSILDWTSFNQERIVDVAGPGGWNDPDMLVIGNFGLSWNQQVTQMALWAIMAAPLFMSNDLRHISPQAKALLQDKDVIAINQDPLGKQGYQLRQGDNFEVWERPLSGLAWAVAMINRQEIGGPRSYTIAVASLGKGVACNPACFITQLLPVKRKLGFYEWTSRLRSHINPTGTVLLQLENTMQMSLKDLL
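Inhibition or activation of alpha-galactosidase in human spleen homogenate is scored by 4-MU fluorescence after 40 min at 37C, pH 5.0, with 1 mM substrate. AC50s come from concentration-response fitted to the Hill equation.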
RGS12 GoLoco inh: inhibitors of human Gai1-RGS12 GoLoco interaction (red fluorophore); P63096; Gai1:RGS12 GoLoco peptide FP, rhodamine, 10 min; Potency, µM (titrated, usually from 61.6 µM), for the others: at the top dose activity, negative = inhibition, actives largely listed as inhibitors; hit rate 0.44% among 230,000; AID 880; active = well fitted inhibition curve with a large enough effect, not every such curve was filed as active; inactive = no such curve, though single readings can be large or run the other way; note: % is set by controls: 0 for no effect and ±100 for the full control effect; nearly all actives have a fitted effect of over 30% in size; many of its hits are not listed in these tables
Target sequence (P63096 whole entry, looked up): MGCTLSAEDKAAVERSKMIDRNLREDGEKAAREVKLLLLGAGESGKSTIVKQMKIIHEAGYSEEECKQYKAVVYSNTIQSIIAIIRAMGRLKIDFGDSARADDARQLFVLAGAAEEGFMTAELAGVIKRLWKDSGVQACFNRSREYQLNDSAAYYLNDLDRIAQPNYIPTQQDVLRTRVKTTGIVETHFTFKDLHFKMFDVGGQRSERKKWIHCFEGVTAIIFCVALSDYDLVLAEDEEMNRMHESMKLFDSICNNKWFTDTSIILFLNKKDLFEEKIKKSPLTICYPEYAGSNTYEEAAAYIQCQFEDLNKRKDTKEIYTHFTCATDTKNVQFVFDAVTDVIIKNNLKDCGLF
GAA glycogen: GAA glycogen-cleavage inhibition or activation | P10253 | recombinant GAA, glycogen substrate, Amplex Red glucose oxidase fluorescence | Potency, µM (top dose mostly 76.4 µM), for inactives: at the top dose activity change, negative = inhibition, hits mostly inhibitors | AID 2100 | hit rate 0.38% among 300,000;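 note: 0% = full enzyme reaction and -100% = no-enzyme basal signal; the screen sought inhibitors and activators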
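Recombinant human alpha-glucosidase (4 nM final) hydrolysed bovine liver glycogen (30 ug) for 40 min at 37 C in pH 5.0 citrate/phosphate with 0.01% Tween-20. Released glucose detected by glucose oxidase/Amplex Red, Ex 573/Em 610 nm. Compounds up to 77 uM; AC50 from Hill fits.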
SMN2 splice up: enhancers of SMN2 splice variant expression | HEK293 SMN2-luciferase splicing reporter, luminescence, 30-36 h | Potency, µM (series often up to 46.1 µM), for inactives: at the top dose activity change, positive = activation, most hits filed as activators | hit rate 2.8% among 210,000; note: % of control where 0% means no effect; nearly all actives have a fitted effect of over 55% in size
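qHTS luciferase splicing reporter: luminescence rises when SMN2 exon 7 is included in transfected HEK293 cells. Compound exposure lasted 30-36 h at 37C, with 4.5 mM final sodium butyrate as control, followed by a ONE-Glo read.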
GAA inhib: alpha-glucosidase (human) inhibition | purified human GAA, 4-MU-alpha-glucoside fluorescence | Potency, µM (series often up to 76.9 µM), for inactives: at the top dose activity change, negative = inhibition, hits mostly inhibitors | AID 1466 | hit rate 0.005% among 200,000 | P10253;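 note: plate controls were uninhibited enzyme wells for no effect and no-enzyme background for full effect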
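qHTS format, compound range up to 77 uM. Human lysosomal enzyme at 4 nM, 400 uM 4-MU glucoside substrate, pH 5.0, 20 min room temperature; fluorescence after alkaline stop gives activity normalized to controls.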
JMJD2E inh: blocks human JMJD2E demethylase activity. B2RXH2. JMJD2E catalytic domain, FDH-coupled NADH fluorescence (FDH is formaldehyde dehydrogenase). Potency, µM (titrated, usually from 57.1 µM), without a hit: at the highest dose activity change, negative = inhibition, most hits filed as inhibitors. hit rate 1.6% among 230,000. AID 2147; active = well fitted inhibition curve with a large enough effect, not every such curve was filed as active; inconclusive = small, poorly fitted or top-dose-only effect, or another doubt; inactive = no such curve, though single readings can be large or run the other way;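 note: 0% = wells with enzyme and -100% = buffer wells without enzyme; nearly all actives have a fitted effect of over 50% in size; many of its hits are not listed in these tables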
* hit, by the source's call; ? = inconclusive; . = not tested or not shown; & = joins results of further samples; [ ] = dose if it differs, or a comment. Unless noted, calls come from the whole dose curve; as a rule, active = well fitted curve in the direction sought with a large enough effect; inconclusive = small, poorly fitted or top-dose-only effect, or another doubt; inactive = no such curve, though single readings can be large; an effect the other way counts as inactive or inconclusive. Potency is the fitted concentration of half-maximal effect. These rows are one share of the data; count on the stated rates, not on these rows.

The opening 13 entries (preview)
SMILES	GAA spleen mod	ALDH1A1 inh	GLA spleen mod	RGS12 GoLoco inh	GAA glycogen	SMN2 splice up	GAA inhib	JMJD2E inh
CCC(=O)Nc1c(C)n[nH]c1C	-1%	-11%	-2%	2%	-1%	5%	-4%	-1%
C=CCOc1c(CNc2cccc(C(=O)O)c2)cccc1OC	4%	?	-10%	3%	7%	?	0%	?
COC(=O)c1cn(NC(=O)c2ccc([N+](=O)[O-])c(C)c2)c(=O)c2ccccc12	9%	-3%	-1%	2%	-7%	10%	1%	-2%
Cc1nc(NCCc2ccc(S(N)(=O)=O)cc2)c2c3c(sc2n1)CCC3	-2%	8%	7%	20%	-2%	?	-1%	-5%
O=C(CSc1ccccc1)Nc1ccc(-c2nc3ccccc3[nH]2)cc1	-3%	?	-1%	1%	14%	8.9µM*	-7%	?
CN(C)c1ccc(NC(=O)/C=C/c2ccccc2Cl)cc1	-10%	?	3%	-19%	2%	20µM*	5%	-4%
CSc1ccccc1C(=O)NC1CCCCCC1	8%	-7%	4%	2%	3%	20%	-6%	2%
Cc1nn(-c2ccccc2)c(N)c1Sc1cccc([N+](=O)[O-])c1	-11%	?	4%	-5%	-6%	-32%[inhibitor]	2%	-11%
Cc1cnc(CNc2ncnc3ccc(-c4ccccc4C(F)(F)F)cc23)cn1	8%	-4%	2%	7%	.	.	.	.
CCOC(=O)COc1ccc2c(=O)c(-c3ccccc3)coc2c1	3%	.	9%	-4%	0%	.	?	3%
COC(=O)CN=C1OC(=O)N2C(=O)C3=C4[C@@H](C[C@H]5C(=O)N(c6ccccc6)C(=O)[C@H]5[C@H]4[C@@]12Cc1ccccc1)[C@H]1C(=O)N(c2ccccc2)C(=O)[C@H]1[C@H]3C	-1%	.	1%	7%	-1%	.	.	-1%
Cc1ccc2c(c1)c(CC(=O)Nc1ccc(F)cc1)c(C(=O)O)n2C	1%	-2%	-11%	1%	6%	-6%	-2%	?
O=C(c1ccc(COc2ccccc2[N+](=O)[O-])o1)N1CCCCCC1	1%	-15%	7%	4%	-4%	0%	2%	2%

The list itself, from the first entry:
SMILES	GAA spleen mod	ALDH1A1 inh	GLA spleen mod	RGS12 GoLoco inh	GAA glycogen	SMN2 splice up	GAA inhib	JMJD2E inh
CCC(=O)Nc1c(C)n[nH]c1C	-1%	-11%	-2%	2%	-1%	5%	-4%	-1%
C=CCOc1c(CNc2cccc(C(=O)O)c2)cccc1OC	4%	?	-10%	3%	7%	?	0%	?
COC(=O)c1cn(NC(=O)c2ccc([N+](=O)[O-])c(C)c2)c(=O)c2ccccc12	9%	-3%	-1%	2%	-7%	10%	1%	-2%
Cc1nc(NCCc2ccc(S(N)(=O)=O)cc2)c2c3c(sc2n1)CCC3	-2%	8%	7%	20%	-2%	?	-1%	-5%
O=C(CSc1ccccc1)Nc1ccc(-c2nc3ccccc3[nH]2)cc1	-3%	?	-1%	1%	14%	8.9µM*	-7%	?
CN(C)c1ccc(NC(=O)/C=C/c2ccccc2Cl)cc1	-10%	?	3%	-19%	2%	20µM*	5%	-4%
CSc1ccccc1C(=O)NC1CCCCCC1	8%	-7%	4%	2%	3%	20%	-6%	2%
Cc1nn(-c2ccccc2)c(N)c1Sc1cccc([N+](=O)[O-])c1	-11%	?	4%	-5%	-6%	-32%[inhibitor]	2%	-11%
Cc1cnc(CNc2ncnc3ccc(-c4ccccc4C(F)(F)F)cc23)cn1	8%	-4%	2%	7%	.	.	.	.
CCOC(=O)COc1ccc2c(=O)c(-c3ccccc3)coc2c1	3%	.	9%	-4%	0%	.	?	3%
COC(=O)CN=C1OC(=O)N2C(=O)C3=C4[C@@H](C[C@H]5C(=O)N(c6ccccc6)C(=O)[C@H]5[C@H]4[C@@]12Cc1ccccc1)[C@H]1C(=O)N(c2ccccc2)C(=O)[C@H]1[C@H]3C	-1%	.	1%	7%	-1%	.	.	-1%
Cc1ccc2c(c1)c(CC(=O)Nc1ccc(F)cc1)c(C(=O)O)n2C	1%	-2%	-11%	1%	6%	-6%	-2%	?
O=C(c1ccc(COc2ccccc2[N+](=O)[O-])o1)N1CCCCCC1	1%	-15%	7%	4%	-4%	0%	2%	2%
Nc1nc(SCC(=O)NC2CCCc3ccccc32)n[nH]1 (configuration not stated)	-1%	13%	-8%	7%	8%	7%	10%	-5%
Cc1nnc(NC(=O)c2ccccc2-c2ccccc2C(=O)O)s1	11%	.	2%	1%	1%	.	.	13%
CCNc1nc(NC(C)C)nc(Oc2ccc(=O)n(C)n2)n1	1%	10%	5%	-3%	-8%	.	.	4%
O=c1cc(NCc2ccco2)c2ccccc2o1	-2%	-11%	-4%	-2%	1%	-10%	1%	5%
CN(C)C(=O)c1ccc(-n2cnc3ccccc3c2=O)cc1	-12%	10%	1%	3%	-7%	23%	?	2%
CN(C)/C=N/c1cnc(C(=O)c2ccc(Cl)cc2)n1C	-10%	-1%	4%	3%	11%	11µM*	1%	0%
NC(=O)COc1ccc2c3c(c(=O)oc2c1)CCCCC3	-5%	?	-3%	-3%	11%	1%	11%	4%
Cc1c(C2CC(=O)N(c3ccccc3)C2=O)[nH]n(-c2ccccc2)c1=O (configuration not stated)	1%	-6%	1%	.	?	.	1%	-2%
Cn1cnc([N+](=O)[O-])c1Sc1ncccc1N	-7%	-13%	2%	0%	-6%	-5%	-13%	2%
S=C1NCCOCCOCCOCCOCCNC(=S)N2CCOCCOCCN1CCOCC2	2%	-5%	-4%	-2%	5%	.	-6%	-5%
O=C(CSc1nnnn1Cc1ccccc1)Nc1ccc2c(c1)OCO2	2%	-47%	-3%	31%	-7%	?	-6%	0%
S=C1NC2(CCCC2)N=C1c1ccccc1	8%	2%	5%	3%	5%	12%	8%	7%
Nc1c(-c2cccs2)cnn1-c1nc(-c2ccc(Cl)cc2Cl)cs1	4%	7%	-7%	17%	0%	3%	10%	7%
CCOC(=O)c1c(C)nc2ccc(C)cn12	-5%	1%	-3%	8%	4%	-24%	6%	-4%
CCOC(=O)c1sc(N=NC2=C(O)CCCC2=O)c(C(=O)OCC)c1C	.	?	6%	18%	-27%	-2%	-3%	?
CCCC(=O)NC1=C(C#N)C2(CCCC2)Cc2ccccc21	-1%	-5%	-2%	-5%	1%	-10%	-7%	3%
O=C(Nc1cccc(F)c1)C1CCN(C(=O)c2ccc(Cl)cc2)CC1	4%	7%	-1%	1%	-9%	?	-20%	3%
CCCn1cc(NC(=O)C2CC(c3cccc(Br)c3)=NO2)cn1 (configuration not stated)	-7%	4%	4%	4%	0%	-3%	-4%	5%
COc1ccc(OC)c(/C=C2\SC(=S)N(C(C(=O)O)c3ccccc3)C2=O)c1 (configuration not stated)	9%	.	6%	27%	7%	.	.	-6%
CC(C)[C@@H](CC(=O)N[C@@H]1CCNC[C@H]1C(=O)N[C@H](CC(=O)N[C@@H](CCC(=O)O)CC(=O)O)Cc1c[nH]c2ccccc12)NC(=O)C[C@H](CO)NC(=O)[C@@H]1CNCC[C@H]1N	7%	-7%	7%	2%	.	10%	.	?
Cc1oc(-c2ccc(Cl)cc2)cc1-c1nn2c(-c3ccoc3C)nnc2s1	-5%	20µM*	1%	63%[activator]	5%	-6%	2%	-1%
CCOC(=O)C1(Cc2cccc(OC)c2)CCN(C/C=C/c2ccc(OC)cc2)CC1	-4%	-12%	3%	3%	-12%	.	.	-1%
CC(=O)N1CC=CC1(C)C(=O)NCc1cc(F)cc(C(F)(F)F)c1 (configuration not stated)	-5%&-2%	-3%	-2%&4%	4%&1%	5%	-6%&-15%	-1%	-2%&-6%
O=c1c(Cc2ccc(F)cc2)c(O)ccn1C1CC1	11%	3%	4%	0%	21%	-2%	-3%	-3%
Cc1ccc(SCC(=O)NCCN2C(=O)CSC2=O)cc1C	-3%	1%	-1%	-2%	1%	-7%	-13%	-9%
COC(=O)CCCC1=CC2=CC(=O)C(C)(OC(=O)C3CCCC3)C(=O)C2=CO1 (configuration not stated)	0%&-3%	-11%	4%&-7%	18%&113%	-4%	1%	.	5%&-2%
CC(=O)Nc1cc2c(cc1NC(=O)Cn1nc(-c3ccc4c(c3)OCCO4)ccc1=O)OCCO2	0%	0%	3%	11%	4%	-23%	1%	-4%
CCN(CC)C(C(=O)Nc1ccc2c(c1)OCO2)c1ccccc1 (configuration not stated)	-3%	9%	-8%	4%	-2%	-9%	-2%	8%
Cc1c(C(=O)NCc2ccc3c(c2)OCO3)sc2nc(-c3ccc(F)cc3)cn12	-5%	6%	-5%	2%	-2%	-28%	2%	2%
Cc1ccc(C2CC(=O)NC(SCc3ccccc3)=C2C#N)cc1 (configuration not stated)	-3%	?	-2%	-2%	-6%	-47%[inhibitor]	3%	-4%
O=C(Cn1nc(-c2ccccc2)ccc1=O)NCCN1CCN(Cc2ccccc2)CC1	-3%	?	4%	-3%	-1%	-13%	2%	-10%
CC(Oc1ccc(Cl)cc1)C(=O)NCCN1C(=O)S/C(=C\c2cccnc2)C1=O (configuration not stated)	-7%	?	-8%	3%	-5%	-30%	-2%	-10%
COc1ccc2oc(=O)c(C(=O)O)cc2c1	3%	?	8%	5%	-16%	-5%	11%	?
O=C(Nc1ccc(OC(F)(F)F)cc1)c1ccc2ccccc2n1	2%	3%	3%	4%	3%	-43%[inhibitor]	-6%	-3%
Cc1n[nH]c(=O)nc1NCc1ccc(Cl)cc1	-1%	4%	3%	1%	4%	16%	?	8%
COc1cc(C)c(Cl)cc1S(=O)(=O)N1CCCC1	4%	7%	7%	6%	1%	-9%	-25%	9%
CS(=O)(=O)N1CCN(c2ccccc2NC(=O)c2cccnc2)CC1	-4%	?	1%	5%	9%	-9%	-3%	-3%
Cc1cc(NC(=O)COC(=O)[C@@H](NS(=O)(=O)c2ccc(Br)cc2)C(C)C)no1	-2%	.	-3%	12%	6%	.	.	-4%
